Efflux pump inh: inhibitors of Candida antifungal efflux pumps expressed in yeast; AID 485275; hit rate 0.44% among 330,000; inhibition, % at 10 µM; S. cerevisiae Candida pump triplex, Nile Red efflux;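 active = plate passing quality check with inhibition over a set limit, or well fluorescence over plate mean plus 4 SD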;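 note: Nile Red retained in pooled yeast measured as flow cytometry median fluorescence; 0% = buffer negative control and 100% = Enniatin B positive control; higher means more Nile Red kept so more efflux inhibition; some compounds called inactive have numbers as strong as hits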
Fam108B counter: blocks mouse Fam108B hydrolase in RBBP9 counter-screen | AID 1947 | recombinant Fam108B, FP-Rh probe fluorescence polarization | hit rate 0.33% among 300,000 | inhibition, % at 9.51 µM;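 active = inhibition above the screen mean inhibition plus 3 SD, computed separately per campaign, cut at about 18% in these data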;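 note: inhibitors lower polarization as less probe binds the enzyme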
PME-1 inh: PME-1 (human) inhibition; Q9Y570; recombinant PME-1, FP-Rh probe fluorescence polarization; inhibition, % at 5.9 µM; hit rate 0.53% among 320,000;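 active = inhibition above the campaign mean of all compounds plus 3 SD, cut at about 26% in these data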;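 note: competitive labeling of PME-1 active site by serine hydrolase directed probe; 0% = PME-1 with DMSO and 100% = wells lacking PME-1 enzyme; inhibitors block probe labeling so polarization falls and inhibition rises; many of its hits are not listed in these tables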
Target sequence (Q9Y570 whole entry, looked up): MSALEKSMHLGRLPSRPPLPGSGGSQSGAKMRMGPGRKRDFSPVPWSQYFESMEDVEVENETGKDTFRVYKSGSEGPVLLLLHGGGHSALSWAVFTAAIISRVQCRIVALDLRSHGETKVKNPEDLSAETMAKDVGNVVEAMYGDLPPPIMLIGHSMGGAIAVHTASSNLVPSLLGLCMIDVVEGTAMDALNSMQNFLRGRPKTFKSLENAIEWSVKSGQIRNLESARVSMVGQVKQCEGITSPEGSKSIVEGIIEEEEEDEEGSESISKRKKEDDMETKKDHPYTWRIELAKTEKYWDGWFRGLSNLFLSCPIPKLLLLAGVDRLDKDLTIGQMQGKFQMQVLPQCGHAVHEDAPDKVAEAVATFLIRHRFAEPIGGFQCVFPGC
MEX-5 binding: C. elegans MEX-5 TCR-2 RNA binding activity | activity score (negative = inhibition of binding), % at 10 µM | hit rate 0.38% among 300,000 | Q9XUB2 | MEX-5/FITC-TCR2 RNA binding, fluorescence polarization; hits give low values;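 active = inhibition past about -25% in most replicates, and total fluorescence under double the plate's negative control median, limit read from the data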;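 note: 0% = DMSO and -100% = 5 µM competing unlabeled TCR2 RNA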
VLA-4 inh: inhibition in a human VLA-4 binding assay | P13612 | VLA-4 expressing cells, ligand binding flow cytometry | inhibition, % (about 7 µM as worked out from the volumes in the protocol) | hit rate 0.2% among 330,000; in the data active = inhibition above about 50%
MCL1-BIM inh: disrupts human MCL1 binding to BIM-BH3 peptide; GST-MCL1 / FITC-Bim-BH3 fluorescence polarization; inhibition, % at 10.9 µM; hit rate 0.68% among 320,000; Q07820;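 active = inhibition above the mean inhibition of all tested compounds plus 3 SD, set per campaign, cut at about 40% in these data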;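 note: 0% = DMSO wells and 100% = unlabeled Bim-BH3 peptide control; higher means more loss of mP so more displacement of Bim peptide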
GRK2 aptamer HTS: blocks RNA aptamer binding to human GRK2; bead flow cytometry, FAM-aptamer displacement from GRK2; hit rate 0.59% among 330,000; AID 488847; inhibition of aptamer binding, % at 10 µM; P25098;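 active = inhibition of aptamer binding above 40%, roughly 3 SD of noise, on plates passing a quality check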;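 note: median bead fluorescence of bound FAM aptamer so fluorescent compounds give negative values; no value below 0 was filed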
GLD-1 TGE inh: GLD-1-TGE RNA interaction inhibition (C. elegans); Q17339; purified GLD-1 + fluorescein TGE RNA, fluorescence polarization; inhibition, % at 5.96 µM; hit rate 0.44% among 320,000;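 active = percent inhibition above a per-plate cutoff, the plate mean of test compounds plus 3 SD, cut at about 30% in these data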;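 note: 0% = DMSO wells with GLD-1 and probe and 100% = wells lacking GLD-1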
Target sequence (Q17339 whole entry, looked up): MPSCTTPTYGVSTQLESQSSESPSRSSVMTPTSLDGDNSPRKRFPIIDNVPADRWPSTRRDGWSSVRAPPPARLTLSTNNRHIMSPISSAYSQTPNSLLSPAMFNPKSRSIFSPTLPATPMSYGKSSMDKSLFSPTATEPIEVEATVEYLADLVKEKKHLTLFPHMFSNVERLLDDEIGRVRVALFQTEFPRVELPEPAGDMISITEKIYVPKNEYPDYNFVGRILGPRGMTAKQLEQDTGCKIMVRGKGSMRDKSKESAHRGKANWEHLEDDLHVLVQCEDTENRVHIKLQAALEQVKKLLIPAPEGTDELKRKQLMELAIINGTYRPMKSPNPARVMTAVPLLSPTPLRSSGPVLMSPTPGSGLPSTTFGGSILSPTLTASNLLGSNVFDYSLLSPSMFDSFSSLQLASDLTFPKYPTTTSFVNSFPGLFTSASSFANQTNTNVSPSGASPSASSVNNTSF
Bcl-xL primary: inhibitors of human Bcl-xL. GST-Bcl-xL / FITC-Bim BH3 peptide fluorescence polarization. inhibition, % at 10.9 µM. hit rate 0.7% among 320,000. AID 2129;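 active = inhibition above the mean of all tested compounds plus 3 SD, cutoff set per campaign, cut at about 30% in these data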;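 note: 0% = DMSO wells and 100% = unlabeled Bim-BH3 peptide competitor; inhibitors lower millipolarization by displacing the labeled peptide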
Target sequence (Q07817 whole entry, looked up): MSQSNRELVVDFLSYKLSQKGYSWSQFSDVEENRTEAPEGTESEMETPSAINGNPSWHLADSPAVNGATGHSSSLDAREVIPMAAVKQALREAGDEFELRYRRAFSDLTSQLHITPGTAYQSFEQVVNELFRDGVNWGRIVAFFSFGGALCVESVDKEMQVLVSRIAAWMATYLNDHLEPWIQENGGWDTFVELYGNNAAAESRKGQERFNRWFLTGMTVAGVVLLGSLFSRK
Active calls of the source: *; / = no result given.

SMILES	Efflux pump inh	Fam108B counter	PME-1 inh	MEX-5 binding	VLA-4 inh	MCL1-BIM inh	GRK2 aptamer HTS	GLD-1 TGE inh	Bcl-xL primary
COc1ccc2c(C)cc(SC3CCOC3=O)nc2c1 (stereo not drawn)	-0.1	1	4	-1.1	24	10	0	-1	5
CCOC(=O)/C(=C\Nc1ccccc1C(F)(F)F)Sc1ncc(C(F)(F)F)cc1Cl	0.2	-9	-2	-1.5	8	7	0	-1	0
CS(=O)(=O)c1ccc2nc(NC(=O)C3=NN(c4ccccc4)C(=O)CC3)sc2c1	0.0	-1	1	-1.8	-6	2	4	-2	8
COCCn1c(SCc2cc(C(C)=O)ccc2OC)nc2cc(Cl)ccc2c1=O	-0.4	-4	-8	-1.5	-8	-1	0	0	4
CC(=O)N1CCc2cc(S(=O)(=O)N3CCc4ccccc4C3)ccc21	0.0	-4	0	1.4	0	7	0	-1	14
Cc1oc(-c2ccc(Cl)cc2)nc1CS(=O)CC(=O)NCCN1CCCCCC1 (stereo not drawn)	0.0	-2	-1	0.9	14	7	0	7	11
COc1ccc(NC(=O)Nc2cccc3c2O[C@H](CN(C)C(=O)NC(C)C)[C@@H](C)CN([C@H](C)CO)C3=O)cc1	0.0	/	/	/	8	/	1	6	/
Cc1cc(O)c(C(=O)/C=C/c2ccccc2)c(=O)o1	0.3	/	/	0.0	28	/	3	/	/
CCN1CCN(CCCNC(=O)c2ccc3c(c2)NC(=O)c2ccccc2S3)CC1	0.1	1	1	-0.5	7	2	0	3	5
COc1ccc(OC)c(NC(=O)c2ccccc2NC(=O)c2ccco2)c1	0.1	3	1	0.7	11	1	0	-1	0
CSCCC(C(=O)Nc1ccc2c(c1)OCO2)N1C(=O)c2ccccc2C1=O (stereo not drawn)	0.1	-3	3	0.7	4	-2	0	-3	3
Cc1cccc(C)c1NC(=O)CCS(=O)(=O)c1cccc2nonc12	0.2	1	1	4.0	-2	6	2	14	4
Clc1ccccc1OCc1nn2c(-c3ccncc3)nnc2s1	0.1	-2	7	-3.0	27	1	3	-1	2
Cc1cccc2c1cnn2C(=O)CCC(=O)NC1CCCCC1	-0.1	-1	-1	-3.1	-5	5	4	6	5
CC(C)(C)c1ccc(C(=O)Oc2ccc3c(c2)OCC3=O)cc1	0.0	-2	-5	2.8	4	2	4	-6	-1
O=C(CO/N=C/c1ccccc1OC(F)F)NCc1ccco1	-0.2	1	0	0.1	-8	-3	2	3	2
COC(Cn1c(-c2cccc(S(=O)(=O)N(C)C)c2)n[nH]c1=S)OC	0.0	2	-3	1.6	-3	-16	0	-2	-20
O=C(NN1C(=O)C2CC=C(Cl)CC2C1=O)c1ccncc1 (stereo not drawn)	0.3	1	-1	1.3	9	17	1	-3	7
Cc1cc(NC(=O)c2cc(CC(C)C)on2)no1	0.0	3	-3	0.8	25	2	1	9	-1
O=C(NC1CCN(S(=O)(=O)c2ccccc2)CC1)c1ccccc1	0.0	2	4	1.0	-4	2	0	-5	2
C/C(N)=C(/C#N)C(=O)COC(=O)C1Cc2ccccc2CN1S(C)(=O)=O (stereo not drawn)	-0.1	-5	-4	1.2	1	3	4	6	0
O=C(O)CNS(=O)(=O)c1cc(Cl)c(Cl)cc1Cl	0.1	2	-1	1.7	-5	1	3	-1	8
C/C(=N\NC(=O)c1nn(C)cc1Br)c1ccc(NC(=O)c2ccncc2)cc1	0.7	-4	-10	3.5	4	9	0	2	2
O=C(CCc1ccccc1)NCc1ccccc1	0.2	-2	-1	1.0	8	-4	0	-10	3
O=C(NCc1ccccc1)N[C@@H](Cc1c[nH]c2ccccc12)C(=O)O	0.1	-1	-7	-1.0	0	2	0	-3	-4
COc1ccccc1NC(=O)c1ccc(NC(=O)COC(=O)C2(C)CC2(Cl)Cl)cc1 (stereo not drawn)	0.3	-3	-16	0.3	1	5	0	2	1
O=C(/C=C/c1ccc2c(c1)OCO2)Nc1nc2ccccc2s1	-0.4	-31	-12	1.1	-3	-1	1	0	-4
CCOC(=O)[C@H]1[C@H]2COc3ccc(OC)cc3[C@@H]2N2C(=O)CN(Cc3ccccc3)C(=O)[C@@]12C	-0.1	/	-8	/	1	8	0	2	5
C/C(=N\NC(=O)C1(C)CC1(Br)Br)c1ccc(NC(=O)C2CCC2)cc1 (stereo not drawn)	-0.1	-4	-3	-2.8	-1	7	0	10	4
Cc1ccc(NC(=O)CSCC(=O)Nc2ccc(S(=O)(=O)N3CCCC3)cc2)cc1	-0.1	-1	1	-0.3	6	0	0	-2	2
Cc1cccc(N(C)C(=O)c2cc(S(=O)(=O)N3CCCCC3)c[nH]2)c1	0.1	0	0	2.3	16	5	0	3	-2
CCOCCn1c(CN(Cc2ccccc2)Cc2ccccc2)nc2c1c(=O)[nH]c(=O)n2C	0.1	2	7	-1.3	-9	-1	1	9	1
CCCCOc1nc(N2CCOCC2)nc(C)c1[N+](=O)[O-]	0.0	-1	-2	0.0	-1	3	6	2	1
COc1ccccc1NC(=O)CCS(=O)(=O)c1cc2c(cc1Cl)NC(=O)CO2	0.2	-3	-6	-0.1	17	1	0	-8	6
CC1=C(C(N)=O)C(c2ccc(Cl)c(Cl)c2)n2ncnc2N1 (stereo not drawn)	-0.2	-2	0	-1.7	9	3	0	4	6
O=C1C2C3C=CC(C3)C2C(=O)N1c1ccc2c(c1)OCO2 (stereo not drawn)	0.1	2	-3	-0.3	-9	6	0	7	6
C[C@@H](C(=O)Nc1ccc2ccccc2c1)[C@H]1C[C@]1(C)[C@H](NS(=O)(=O)c1ccc(-c2ccccc2)cc1)c1ccccc1	-0.1	-16	-34	/	8	10	1	3	7
CCN1C(=O)N[C@@H](c2ccccc2)[C@@H](C(=O)OC)[C@H]1C	-0.1	-2	0	1.8	18	6	0	7	0
O=C1CC[C@@H](C(=O)O)N1	-0.2	0	-1	/	18	-13	0	4	-3
Clc1ccc(OCc2cn3ccccc3n2)c2ncccc12	0.0	1	7	1.1	0	1	0	0	-1
Cc1nc2ccccc2n1CC(O)Cn1c(C(F)(F)F)nc2ccccc21 (stereo not drawn)	-0.1	-1	-5	/	10	0	0	7	8
CCn1c(SCC(=O)Nc2cc(C(C)(C)C)nn2-c2ccccc2)nnc1-c1cccs1	0.0	4	5	1.7	6	-4	5	3	2
C=CCSc1nnc(C)c(/C=C/Nc2ccc(Cl)cc2)n1	-0.2	4	-3	-3.0	-30	-64	3	-63	-49
COc1ccc(Cc2nc3ccc(C(=O)N(C)C(C)c4nccs4)cc3o2)cc1 (stereo not drawn)	0.0	-4	0	-0.8	-4	1	0	-5	0
CCOc1ccc(C(=O)OCCN(C)C)cc1	-0.1	-3	-2	-1.2	17	3	2	-2	-1
CCCC(CCC(=O)Nc1ccc(C(=O)OC)cc1)C(=O)O (stereo not drawn)	0.1	-1	0	-3.6	-6	14	3	3	8
Cc1ccccc1/C=N/NC(=O)c1cccnc1	-0.2	3	1	-1.6	9	3	0	-1	2
Cc1cccc(NC(=S)N(Cc2ccc(Br)cc2)Cc2ccc(C(=O)O)cc2)c1	0.1	-1	-7	0.4	5	4	3	7	9
COc1ccc(C[C@H]2CN3C(=NC[C@H]3Cc3ccccc3)N2CCNC(=O)CCC2CCCCC2)cc1	/	3	-1	1.3	/	-11	/	4	-3
O=C(NN=C1CCCCCC1)c1cn(-c2ccccc2)nc1-c1ccccc1	0.9	2	-17	1.5	-8	12	34	3	4
CCNc1nc(NC(C)C)nc(Oc2ccc(/C=N/O)cc2)n1	-0.1	-2	0	0.6	20	8	0	6	3
O=C(Nc1ccccc1O)c1cccc(NC(=O)c2ccco2)c1	0.0	1	-3	1.0	-16	-4	2	4	2
O=C(OCC(=O)N1CCOCC1)c1ccc(N2CCOCC2)c([N+](=O)[O-])c1	-0.2	-5	-1	-1.1	16	5	1	-1	6
N#Cc1ccc(-c2nc3ccccc3c(=O)n2O)cc1	0.9	-3	2	1.2	6	1	0	-4	3
C=CCn1c(SCC(=O)N(C)c2c(N)n(Cc3ccccc3)c(=O)[nH]c2=O)nnc1-c1ccccc1OC	-2.4	-3	-4	-1.3	11	4	2	-1	3
NC(=O)Nc1ccc(C(=O)OCC(=O)NC2CCCCC2)cc1	-0.1	1	-8	-0.9	15	-16	1	8	-7
O=C(/C=C/c1ccc(F)cc1)NC(=S)NNC(=O)c1cccnc1	0.0	4	3	-0.3	-12	13	3	6	7
O=C(CSc1nnc(-c2cccs2)n1-c1ccccc1)NCc1ccco1	0.0	-2	6	-0.2	9	1	0	6	5
CC(=O)C1=C(C)NC(=O)CC1c1ccccc1Cl (stereo not drawn)	0.1	-1	-3	-1.3	8	-3	48*	1	0
CCC(=O)c1ccccc1OCCCN1C(=O)NC(C)(C)C1=O	0.1	1	-1	0.4	5	4	0	1	2

Following part
SMILES	Efflux pump inh	Fam108B counter	PME-1 inh	MEX-5 binding	VLA-4 inh	MCL1-BIM inh	GRK2 aptamer HTS	GLD-1 TGE inh	Bcl-xL primary
CN(CC1COc2ccccc2O1)C(=O)CSc1nncs1 (stereo not drawn)	0.0	/	/	/	4	/	0	-2	/
Clc1ccc(Sc2cc(Cl)c(-c3ccccc3)nn2)cc1	0.1	4	1	1.0	9	3	2	-2	6
COc1ccc(CN(Cc2cccn2C)S(=O)(=O)c2ccc(F)cc2)cc1	-0.2	-3	-6	-0.4	-2	-6	3	1	2
CC1=C(C(=O)Nc2ccc(C(=O)NCCCN3CCCCC3)cc2)SCCO1	0.1	1	-4	-1.5	11	9	0	0	7
Cc1ccccc1CN1CCN(CC(=O)NCc2ccco2)C1=O	-0.1	4	-4	0.4	1	4	0	2	0
O=C(O)/C=C/C(=O)NCCC(c1ccccc1)c1ccccc1	0.3	0	-1	4.5	11	5	3	3	2
COc1cc(/C=C2/C(=O)NN(c3cccc(Cl)c3)C2=O)cc(OC)c1O	0.1	3	6	7.7	-28	-192	1	-39	-93
COc1ccc(C(=O)N2CCC(O)(c3ccc(F)cc3)CC2)cc1OC	-0.1	1	-1	0.0	4	1	4	-2	1
COc1cc(-n2ccnc2SC)c(Cl)cc1Cl	-0.2	5	1	/	-1	-5	0	-2	3
Cc1cc(NCCCN2CCOCC2)n2nc(C)c(-c3ccccc3)c2n1	0.1	-1	0	-2.8	0	9	0	2	3
CCC(=O)Nc1ccccc1N1CCN(c2ccc(F)cc2)CC1	0.1	-2	3	2.0	0	5	0	-3	2
COC(=O)c1ccccc1NC(=O)NCC1CCCO1 (stereo not drawn)	0.1	-2	3	-2.4	6	1	0	6	-1
CC(C)(C)OC(=O)N/N=C/c1ccc(N2CCOCC2)s1	-0.1	4	-5	0.0	6	-8	5	-13	-4
COc1cccc(NC(=O)Nc2nnc(CC(=O)NCc3ccccc3)s2)c1	0.1	-8	-16	3.4	-2	-1	0	3	4
CC(Oc1cc2oc(=O)cc(-c3ccccc3)c2cc1Cl)C(=O)NCC1CCC(C(=O)O)CC1 (stereo not drawn)	0.2	-1	7	-2.7	-14	3	0	-2	4
Cc1ncc(CSc2nnnn2-c2ccccc2)c(N)n1	-0.1	-4	-1	1.4	4	-5	0	11	-5
O=C(CCCCCn1c(=S)[nH]c2ccc(N3CCOCC3)cc2c1=O)NCCc1ccccc1	0.1	-6	0	-4.6	-16	-18	2	-13	-37
CCNC(=O)c1cccc(NC(=O)C2CC(=O)N(CCc3ccccc3)C2)c1 (stereo not drawn)	0.4	/	3	/	7	-3	0	4	-10

Assay outcomes as filed in PubChem.

This is a subset; the hit share may differ from the screen's.
